uPA generation = blocks generation of uPA at the cell surface | hit rate 0.31% among 330,000 | cell surface uPA generation assay, qHTS | Potency, µM (highest dose often 38.3 µM), without a hit: top-dose activity change, negative = inhibition, usual class: inhibitors; active = well fitted inhibition curve with a large enough effect; inconclusive = small, poorly fitted or top-dose-only effect; inactive = no such curve, though single readings can be large or run the other way; tested in mouse RAW 264.7 cells; note: potency is the fitted concentration of half-maximal effect; % is set by controls: 0 for no effect and ±100 for the full control effect; nearly all actives have a fitted effect of over 55% in size
TCR act = activates T cell receptor signaling | primary human leukocytes, anti-CD3, IL-2 HTRF, 48 h | Potency, µM (doses to about 9.22 µM), for the others: top-dose activation of IL-2 secretion, most hits filed as activators | 330,000 tested, under 10 active | AID 504894; active = well fitted activation curve with a large enough effect; inconclusive = small, poorly fitted or top-dose-only effect, or another doubt; inactive = no such curve, though single readings can be large or run the other way; note: % of control where 0% means no effect
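48 hr co-incubation of compounds, a-CD3 beads and primary human leukocytes; IL-2 quantified homogeneously by HTRF with anti-IL-2 K and d2 conjugates.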
TSG101-PTAP inh = blocks PTAP/TSG101 interaction to inhibit HIV-1 budding; Potency, µM (doses to about 115 µM), for the others: at the top dose activity change, negative = inhibition, most hits filed as inhibitors; 340,000 tested, under 10 active; AID 493005; Q99816; Fluorescence polarization, FITC-PTAP peptide / Tsg101 binding; active = well fitted inhibition curve with a large enough effect in the main read-out, with a control signal flat, not every such curve was filed as active; inconclusive = small, poorly fitted or top-dose-only effect, or effect the other way, or a change in a side signal; inactive = no such curve, though single readings can be large or run the other way; note: potency is the fitted concentration of half-maximal effect; % of control where 0% means no effect
Target sequence (Q99816 whole entry, looked up): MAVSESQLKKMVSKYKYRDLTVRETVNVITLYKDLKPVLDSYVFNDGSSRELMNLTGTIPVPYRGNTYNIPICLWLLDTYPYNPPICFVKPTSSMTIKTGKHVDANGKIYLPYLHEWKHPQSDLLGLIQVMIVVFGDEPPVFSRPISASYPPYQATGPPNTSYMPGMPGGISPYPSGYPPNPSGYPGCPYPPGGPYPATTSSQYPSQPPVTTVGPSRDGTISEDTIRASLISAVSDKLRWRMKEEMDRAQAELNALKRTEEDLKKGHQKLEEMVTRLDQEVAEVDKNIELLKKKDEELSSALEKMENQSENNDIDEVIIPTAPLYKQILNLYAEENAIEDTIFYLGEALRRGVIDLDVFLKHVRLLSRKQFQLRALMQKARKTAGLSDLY
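Compounds were pin-transferred onto Tsg101 binding domain (10 uM final) in HEPES pH 7.5 buffer, then FITC-PTAP peptide was added at 50 nM final. After 20 min at RT, polarization reported peptide displacement across a qHTS concentration series.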
Active calls of the source: *; ? = inconclusive.

Second line of a record: uPA generation	TCR act	TSG101-PTAP inh
#1 C=CCN1C(c2ccc(Br)cc2)=CS/C1=C(\C#N)c1nnc(N2CCOCC2)n1-c1ccccc1
 : 4%	0%	0%
#2 CCN(CC(=O)Nc1c(F)cccc1F)C(=O)c1ccc(OCC(=O)N2CCOCC2)c(OC)c1
 : 1%	3%	-3%
#3 COc1ccc(S(=O)(=O)N2CCC3CC2c2cc(N4CCOCC4)ccc23)cc1 (stereo not drawn)
 : -12%	-8%	2%
#4 Cc1ccc(C2Cc3cc(O)c(O)cc3CN2)cc1 (stereo not drawn)
 : -6%	3%	2%
#5 CCCN(C(=O)COC(=O)c1nc2nccc(C)n2n1)C1CCS(=O)(=O)C1 (stereo not drawn)
 : 3%	-2%	-9%
#6 CC(C)C[C@@H](CN)NC(=O)c1nc[nH]c1C(=O)N[C@@H](Cc1ccccc1)C(=O)CNC[C@H](C)NC(=O)c1nc[nH]c1C(=O)N[C@@H](C)C(=O)O
 : 9%	6%	-3%
#7 COc1ccccc1C(=O)NCCC(=O)N1CC(C)OC(C)C1 (stereo not drawn)
 : 0%	-2%	-1%
#8 O=C1CCCCCN1C(=O)c1ccccc1
 : 0%	-3%	-8%
#9 O=C(Nc1ccc(Nc2ccccc2)cc1)c1ccc(Cl)cc1[N+](=O)[O-]
 : 0%	-4%	-3%
#10 Cc1ccccc1-c1csc(N)n1
 : -7%	2%	-3%
#11 Cc1ccc(-c2cc(C(=O)N3CC4(C)CC3CC(C)(C)C4)no2)cc1 (stereo not drawn)
 : -1%	3%	-7%
#12 COc1cccc(OC)c1OC(=O)c1ccccc1
 : 4%	-3%	0%
#13 CCCCNc1cccc2c1S(=O)(=O)N(CCCC)CC(COCc1ccccc1)O2 (stereo not drawn)
 : 22%	-10%	-1%
#14 NC(=O)C1C(=O)c2ccccc2C1(C[N+](=O)[O-])c1ccccc1 (stereo not drawn)
 : 2%	2%	-6%
#15 CC1COCC(C)N1C1=C(Cl)C(=O)c2ccccc2C1=O (stereo not drawn)
 : -13%	-5%	-6%
#16 O=[N+]([O-])c1ccc(NCCNc2ccc([N+](=O)[O-])cc2)cc1
 : 0%	3%	-5%
#17 COc1ccc(CCN2CC(C(=O)OC(C)C(=O)Nc3ccc(NC(C)=O)cc3)CC2=O)cc1OC (stereo not drawn)
 : -4%	-10%	1%
#18 COc1cc(C=NNc2nc3c([nH]2)c(=O)n(C)c(=O)n3C)ccc1O
 : 1%	3%	-7%
#19 COc1c2c(cc3oc(=O)c4c5ccc(O)cc5oc4c13)OC(C)(C)CC2
 : -10%	-14%	1%
#20 CN(C(=O)c1cccc(NC(=O)Cc2cccc(NC(=O)C3CCCN(C(=O)C4CCCCC4)C3)c2)c1)C1CC1 (stereo not drawn)
 : 15%	3%	-2%
#21 CN(Cc1ccccc1)C(=O)c1ccc(NC(=O)Cc2ccc(NC(=O)C3CCCN(C(=O)C4CCCCC4)C3)cc2)cc1 (stereo not drawn)
 : -18%	-5%	0%
#22 CC1=C(C(=O)OCc2ccccc2)C(c2ccccc2OS(=O)(=O)c2ccc([N+](=O)[O-])cc2)NC(=O)N1CCCC(=O)O (stereo not drawn)
 : -8%	0%	0%
#23 Cc1ccc(NC(=O)CCC(=O)c2ccccc2)cc1
 : 4%	-7%	-2%
#24 Cn1cc(C(=O)NCCc2ccccc2)c(=O)c2cc(S(=O)(=O)N3CCOCC3)ccc21
 : 4%	1%	-2%
#25 COC(=O)C1=C(C)N(Cc2ccccc2)C(=O)N[C@H]1c1cccc(F)c1
 : 3%	-2%	-7%
#26 Nc1nonc1-n1nnc(C(=O)N/N=C/c2cccc(F)c2)c1CN1CCCC1
 : 8%	10%	-1%
#27 Cc1csc(NC(C)c2nc3cc(Cl)c(N4CCCCC4)cc3n2CCOCCO)n1 (stereo not drawn)
 : -15%	-6%	1%
#28 c1ccc(-c2cnc(-c3ccccc3)nn2)cc1
 : ?	1%	-4%
#29 O=c1cc(-c2ccccc2)nc(Sc2ccc([N+](=O)[O-])cc2[N+](=O)[O-])[nH]1
 : -3%	12%	-6%
#30 c1ccc(CN2CCc3[nH]c4ccccc4c3C2)cc1
 : 4%	-2%	1%

Six records drawn at random from the list so far, as already listed:
Second line of a record: uPA generation	TCR act	TSG101-PTAP inh
#24 Cn1cc(C(=O)NCCc2ccccc2)c(=O)c2cc(S(=O)(=O)N3CCOCC3)ccc21
 : 4%	1%	-2%
#25 COC(=O)C1=C(C)N(Cc2ccccc2)C(=O)N[C@H]1c1cccc(F)c1
 : 3%	-2%	-7%
#23 Cc1ccc(NC(=O)CCC(=O)c2ccccc2)cc1
 : 4%	-7%	-2%
#21 CN(Cc1ccccc1)C(=O)c1ccc(NC(=O)Cc2ccc(NC(=O)C3CCCN(C(=O)C4CCCCC4)C3)cc2)cc1 (stereo not drawn)
 : -18%	-5%	0%
#22 CC1=C(C(=O)OCc2ccccc2)C(c2ccccc2OS(=O)(=O)c2ccc([N+](=O)[O-])cc2)NC(=O)N1CCCC(=O)O (stereo not drawn)
 : -8%	0%	0%
#30 c1ccc(CN2CCc3[nH]c4ccccc4c3C2)cc1
 : 4%	-2%	1%

In the list so far, these contain a Cl atom.
Second line of a record: uPA generation	TCR act	TSG101-PTAP inh
#9 O=C(Nc1ccc(Nc2ccccc2)cc1)c1ccc(Cl)cc1[N+](=O)[O-]
 : 0%	-4%	-3%
#15 CC1COCC(C)N1C1=C(Cl)C(=O)c2ccccc2C1=O (stereo not drawn)
 : -13%	-5%	-6%
#27 Cc1csc(NC(C)c2nc3cc(Cl)c(N4CCCCC4)cc3n2CCOCCO)n1 (stereo not drawn)
 : -15%	-6%	1%

Further records:
Second line of a record: uPA generation	TCR act	TSG101-PTAP inh
#31 CC(=O)Nc1ccc2c(c1)-c1ccc(F)cc1C2
 : -6%	2%	0%
#32 O=C(Cc1cccc(NC(=O)C2CCCN(C(=O)CCc3ccccc3)C2)c1)Nc1ccc(C(=O)N2CCCCC2)cc1 (stereo not drawn)
 : -20%	0%	8%
#33 O=C(OCC(=O)N(CCc1ccccc1)Cc1ccccc1)c1cccc(O)c1
 : 0%	0%	-1%
#34 COc1c(C)c2c(c(O)c1C/C=C(\C)CCC(=O)O)C(=O)OC2
 : ?	-8%	-7%
#35 O=S(=O)(NC1CC1)c1ccc(Br)cc1N1CCC[C@H]1CO
 : -8%	-2%	-3%
#36 CCOC(=O)c1cc(-c2ccccc2)sc1NC(=O)CN1C(=O)c2ccccc2C1=O
 : 13%	1%	-5%
#37 O=S(c1ccccc1)C(c1ccccc1)c1ccccc1 (stereo not drawn)
 : -4%	-5%	0%
#38 O=C(Nc1ccc(C(=O)N2CCCCC2)cc1)C1CC1
 : 7%	7%	3%
#39 O=C(NCCCC1CCCC1)C1CCC(=O)N(Cc2ccccc2F)C1 (stereo not drawn)
 : -12%	2%	-1%
#40 O=c1c(Oc2ccccc2)coc2cc(O)cc(O)c12
 : 8%	8%	-3%
#41 COc1ccc(C(=O)Nc2cccc(NC(=O)c3ccc(OC)cc3OC)n2)c(OC)c1
 : 11%	2%	1%
#42 CN1CCN(C(=O)OCCOCCOC(=O)N2CCN(C)CC2)CC1
 : 1%	-5%	1%
#43 COC(=O)c1[nH]nc(-c2ccccc2)c1-c1ccccc1
 : 2%	1%	-1%
#44 O=[N+]([O-])c1ccccc1C=CC=NN=Cc1ccccc1O
 : -3%	4%	-2%
#45 O=C(Cc1cccc(NC(=O)C2CCN(C(=O)CCc3ccccc3)CC2)c1)Nc1cccc(C(=O)N2CCCCC2)c1
 : -24%	-1%	-4%
#46 Cn1c(=O)c2[nH]c(NN=Cc3ccc(F)cc3)nc2n(C)c1=O
 : -4%	3%	-2%
#47 CC(=O)Nc1ccc(S(=O)(=O)NCC2CCCO2)cc1 (stereo not drawn)
 : 2%	2%	0%
#48 COc1cc2c(c(OC)c1OC)-c1ccc(SC)c(=O)cc1C(NC(=O)C(F)(F)F)CC2 (stereo not drawn)
 : -13%	-4%	-3%
#49 CCCCC[C@H](O)/C=C/C1C(=O)C=C[C@H]1C/C=C\CCCC(=O)OC (stereo partly drawn)
 : ?	8%	-7%
#50 Cc1cc2c(cc1C)N(Cc1ccc(Cl)cc1)C1=NCCCN12
 : -6%	7%	0%
#51 CC(=O)SC1CC(=O)C=C2CCC3C4CCC(=O)OC4(C)CCC3C21C (stereo not drawn)
 : 2%	-1%	0%
#52 CCOC(=O)N1C2=NC(C(=O)OC)=C(C(=O)OC)[C@@H]3N(Cc4ccccc4)c4ccccc4[C@]23C[C@H]1C(=O)OC
 : ?	-3%	-3%
#53 O=C(NCCN1CCOCC1)c1cc(-c2cccs2)nc2ccccc12
 : 2%	-4%	-1%
#54 C[C@H](O)[C@@H]1C(=O)N2CCc3ccc(-c4cccc(F)c4)cc3[C@@H]2C[C@@H]1N(C)C(=O)C(C)(C)C
 : -6%	4%	18%
#55 CCOC(=O)C1=C(C)N=c2s/c(=C\c3ccc(C(=O)O)cc3)c(=O)n2C1c1ccc(OC)cc1OC (stereo not drawn)
 : -7%	2%	-7%
#56 COc1ccccc1/C=N\NC(=O)c1ccc(COc2ccc(C)c(C)c2)o1
 : 0%	1%	-13%
#57 CC#Cc1cc2c(cc1O)CCC1C2CCC2(C)C(O)CCC12 (stereo not drawn)
 : -7%	-6%	-4%
#58 C=CCc1ccc(OCCOc2cccc(/C=N/n3cnnc3)c2)c(OC)c1
 : -2%	0%	0%
#59 C/C=C1\COC(C(=O)NCc2ccccc2)(C(F)(F)F)C=C1C=C1CCCCC1 (stereo not drawn)
 : 1%	1%	1%
#60 O=C(NCCOc1ccccc1)C1CCC(=O)N(CCCN2CCOCC2)C1 (stereo not drawn)
 : 6%	-2%	-2%
#61 COc1ccc(-c2cc(=O)c3ccc(O)cc3o2)cc1
 : ?	-1%	-1%
#62 COc1ccc(-c2noc(CN(C)S(=O)(=O)c3ccccc3)n2)cc1OC
 : 8%	-3%	-1%
#63 C=CCNC(=O)c1onc(CSc2ccccc2)c1C(=O)NCC=C
 : -3%	-2%	0%
#64 CCc1ccc(NC(=O)C(C)OC(=O)CCN2C(=O)C3CC=CCC3C2=O)cc1 (stereo not drawn)
 : 0%	0%	-5%
#65 COc1ccc(CN(C)C(=O)c2ccc(NC(=O)CC3SC(N4CCCCC4)=NC3=O)cc2)c(OC)c1 (stereo not drawn)
 : -5%	-3%	-11%
#66 CCNC(=O)NC1c2ccccc2CSc2ccccc21 (stereo not drawn)
 : 0%	3%	0%
#67 CCC(C)Cn1cnc2c(SCc3ccccc3F)nc(N)nc21 (stereo not drawn)
 : -3%	15%	2%
#68 O=C1C=C(c2ccccc2)CC(c2ccc(F)cc2)C1 (stereo not drawn)
 : 12%	1%	-3%
#69 O=c1cc(-c2ccccc2)oc2cccc(O)c12
 : -9%	-8%	-5%
#70 O=C(CC1Sc2ccccc2NC1=O)NNc1cc(Cl)ccc1Cl (stereo not drawn)
 : -3%	0%	-3%
#71 CC(C)(O)CCc1c(-c2ccc(O)cc2O)oc2c3c(cc(O)c2c1=O)OC(C)(C)C=C3
 : 0%	-1%	-1%
#72 Oc1cc(O)c(CN2CCOCC2)cc1CN1CCOCC1
 : 7%	-2%	0%

Screening data from PubChem.

Some of the compounds tested, so the mix of outcomes need not match the whole.
